Tat transport: E. coli Tat transport inhibition | E. coli MC4100 TorA-mCherry Tat export, fluorescence | inhibition, % at 10 µM | 0.036% of 340,000 active | AID 488895;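 active = mean replicate inhibition at least 50% and at least half of replicates individually reaching 50%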;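 note: exported cargo escapes ClpAP degradation while cytoplasmic cargo is degraded and loses fluorescence; 0% = median of neutral control wells and 100% = median of NaSCN control wells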
CAL PDZ FP-1: human CAL PDZ-peptide interaction inhibition | Q9HD26 | purified CAL PDZ, TMR-peptide fluorescence polarization, 1 h | inhibition, % at 20 µM | 0.02% of 330,000 active | AID 504414;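 active = highest replicate inhibition of at least 40%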;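 note: plate controls were DMSO neutral control wells for no effect and unlabeled competitor peptide control wells for full effect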
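material = purified tagged CAL PDZ domain construct (CerCALP) | compound dosing = 20 µM, one dose | times = 1 h at RT | measured by = fluorescence polarization from S- and P-plane intensities, G-factor corrected | read-out = inhibition from polarization loss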
Wnt act: activators of Wnt/beta-catenin signaling; 1.2% of 300,000 active; Wnt/beta-catenin reporter cell assay, activator, plate reader; activation, % at 9.35 µM; AID 743398; in the data active = activation above about 30%, passing the limit was not always enough;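 note: 0% = neutral control wells and 100% = positive control wells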
CAL PDZ FP-2: inhibitors of human CAL PDZ peptide binding; inhibition, % at 24.9 µM; 0.92% of 300,000 active; AID 602252; purified CAL PDZ, TMR-peptide fluorescence polarization, 1 h;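 active = mean inhibition of at least 30% with at least half of replicates also reaching 30%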;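 note: 0% = DMSO neutral control and 100% = excess unlabeled competitor peptide PRC23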
Rtt109 Vps75: inhibitors of Candida albicans Rtt109/Vps75 histone acetyltransferase; purified Rtt109/Vps75, ThioGlo CoA-SH fluorescence, 4 h; inhibition, % at 34.9 µM; 0.16% of 330,000 active; AID 540336;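 active = inhibition of at least 50% in every replicate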
MITF TRPM1 HTS: activators of MITF-driven TRPM1 promoter activity in SK-MEL-5 cells | SK-MEL-5 TRPM1-promoter luciferase, 24 h; % of positive control, neutral wells = 0 | activation, % at 12.5 µM | 0.75% of 300,000 active;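 active = mean activation of at least 80% with every replicate also reaching 80%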;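 note: 0% = neutral control wells and 100% = parthenolide positive control wells; values of inactives mirror those of a sister screen read the other way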
RTF Ca sens act: increases calcium sensitivity of human cardiac regulated thin filaments | P19429+P45379 | IANBD-labeled TnC RTF fluorescence at EC20 calcium; 0% EC20 calcium, 100% full calcium | activation, % at 7.2 µM | 0.24% of 340,000 active;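 active = activation above the mean over all tested compounds plus 3 SD, cut at about 30% in these data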;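 note: rise in fluorescence read as greater calcium sensitivity of cardiac thin filaments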
V-ATPase pH: alters yeast V-ATPase proton transport; S. cerevisiae, pHLuorin cytosolic pH fluorescence; response, % at 10 µM; 0.37% of 350,000 active; AID 504577; in the data active = response mostly above about 7.3%, no sharp cut-off; inactive = mostly below about 5.4%; note: actives read high; inactives centre near 0; some compounds called inactive have numbers as strong as hits; reference of the scale not given here
CDK5 inh: CDK5/p35 (human) kinase inhibition; Recombinant CDK5/p35, ADP-Glo luminescence, 60 min; inhibition, % at 10 µM; AID 488839; Q00535+Q15078; 0.01% of 330,000 active;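 active = highest replicate inhibition of at least 50% and at least 75% of replicates reaching 50%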;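 note: plate controls were DMSO neutral control for no effect and GW8510 at 10 µM for full effect; many of its hits are not listed in these tables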
Target sequence (Q00535 whole entry, looked up): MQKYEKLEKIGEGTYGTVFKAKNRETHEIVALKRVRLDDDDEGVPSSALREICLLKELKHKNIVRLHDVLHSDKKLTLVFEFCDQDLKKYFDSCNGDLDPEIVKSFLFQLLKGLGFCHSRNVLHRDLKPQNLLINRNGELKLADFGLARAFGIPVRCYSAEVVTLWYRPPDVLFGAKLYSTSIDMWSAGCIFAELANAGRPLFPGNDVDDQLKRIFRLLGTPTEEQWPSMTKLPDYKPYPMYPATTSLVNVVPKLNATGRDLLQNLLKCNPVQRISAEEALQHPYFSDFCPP
Target sequence (Q15078 whole entry, looked up): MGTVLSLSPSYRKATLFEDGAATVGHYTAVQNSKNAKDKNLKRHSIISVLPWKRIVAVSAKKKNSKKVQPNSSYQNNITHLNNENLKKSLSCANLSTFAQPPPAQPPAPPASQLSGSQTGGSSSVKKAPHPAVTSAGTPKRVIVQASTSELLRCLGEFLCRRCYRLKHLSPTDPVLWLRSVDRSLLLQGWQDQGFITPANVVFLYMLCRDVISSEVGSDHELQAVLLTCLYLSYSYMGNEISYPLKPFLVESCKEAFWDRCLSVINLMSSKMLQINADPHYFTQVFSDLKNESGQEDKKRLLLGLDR
dFosB act: enhances mouse delta FosB homodimer DNA binding | P13346 | purified delta FosB, TAMRA-CDK5 oligo fluorescence polarization; percent of positive-control signal above neutral wells | activation, % at 25 µM | 0.99% of 340,000 active;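 active = mean activation above about 17%, with every replicate also reaching it, limit read from the data, passing the limit was not always enough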;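 note: fluorescence polarization rise as delta FosB binds a TAMRA Cdk5 AP-1 oligo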
Target sequence (P13346 whole entry, looked up): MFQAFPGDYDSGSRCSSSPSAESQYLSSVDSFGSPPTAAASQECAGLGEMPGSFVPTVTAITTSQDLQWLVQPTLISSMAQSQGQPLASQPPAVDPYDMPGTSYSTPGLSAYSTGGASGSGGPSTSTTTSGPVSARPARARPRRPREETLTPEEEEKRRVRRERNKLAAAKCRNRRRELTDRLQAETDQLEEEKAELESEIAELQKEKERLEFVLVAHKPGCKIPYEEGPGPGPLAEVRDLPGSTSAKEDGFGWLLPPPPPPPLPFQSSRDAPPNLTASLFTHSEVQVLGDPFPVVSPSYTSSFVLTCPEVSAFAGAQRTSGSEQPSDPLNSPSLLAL
The depositor's hits bear a star; · = no result given.

SMILES	Tat transport	CAL PDZ FP-1	Wnt act	CAL PDZ FP-2	Rtt109 Vps75	MITF TRPM1 HTS	RTF Ca sens act	V-ATPase pH	CDK5 inh	dFosB act
CCOC(=O)C1=C(C)NC(=O)NC1C1CC=CCC1 (configuration not stated)	-8	-1.8	-3	-5	-2	·	8	-2	-1.0	-9
CC(C)Cc1ccc(/C(=N/O)C(=O)O)s1	3	0.3	·	-4	-8	8	1	2	-0.1	-2
Cc1cccc(C)c1-n1c(SCC(=O)Nc2ccc(C(=O)O)cc2)nnc1-c1cccc(S(=O)(=O)N(C)C)c1	0	-1.3	4	-4	-3	0	4	1	1.4	-9
Cc1cccc(NC(=S)N2CCN(S(C)(=O)=O)CC2)c1	12	-1.5	3	-2	-1	-1	-4	-2	0.2	-7
O=C(C[C@@H]1C/C=C\C[C@H](NC(=O)OCC2c3ccccc3-c3ccccc32)C(=O)O[C@H](c2ccccc2)CNC1=O)NCCO	13	-1.7	10	0	12	-8	-6	-5	4.3	-3
COCCN(Cc1nnc(-c2cccs2)o1)C(=O)c1cccc(S(=O)(=O)N2CCOCC2)c1	6	-0.5	0	10	-2	13	-3	-2	-0.1	0
CCc1nc(SCC(=O)N2c3ccccc3Sc3ccccc32)c2ccccc2n1	-10	-0.3	·	-3	8	·	1	3	-1.1	-1
CCOC(=O)C(C(=O)N1CCOCC1)C1CCCCC1 (configuration not stated)	-7	-0.6	·	-3	26	1	-10	0	0.5	-5
O=C(NC(=S)Nc1ccccc1)c1csnn1	-2	-2.1	-1	-2	1	6	-2	-1	-0.8	-2
N#C/C(=C(/O)CSc1n[nH]c(N)n1)c1nc2ccccc2[nH]1	-6	-4.2	0	12	29	-7	-1	-2	0.7	-4
CCCCOc1ccc(-c2ncc(C(=O)O)c(C)n2)cc1	1	·	-3	0	-5	18	-4	-2	0.8	0
Cc1nc(NC(=O)c2ccccc2[N+](=O)[O-])sc1C(=O)N(C)C	-2	0.8	1	-1	-1	2	17	3	-0.5	0

Just CDK5 inh (2 entries from above):
SMILES	CDK5 inh
COCCN(Cc1nnc(-c2cccs2)o1)C(=O)c1cccc(S(=O)(=O)N2CCOCC2)c1	-0.1
CCc1nc(SCC(=O)N2c3ccccc3Sc3ccccc32)c2ccccc2n1	-1.1

Other results:
SMILES	Tat transport	CAL PDZ FP-1	Wnt act	CAL PDZ FP-2	Rtt109 Vps75	MITF TRPM1 HTS	RTF Ca sens act	V-ATPase pH	CDK5 inh	dFosB act
CCn1ccnc1CNC(=O)C1CCC(=O)N(Cc2cccc(C(F)(F)F)c2)C1 (configuration not stated)	-3	-0.8	-1	-7	-8	10	0	0	-0.6	-2
Cc1ccc(-c2nc(CNC(=O)c3ccco3)cs2)cc1	-5	-2.8	2	0	-4	46	-6	-2	-0.3	-12
COc1cc2ncnc(NCc3ccc(F)cc3)c2cc1OC	3	-3.3	1	-5	-4	8	-2	-1	2.6	5
Cc1cccc(CNC(=O)Cn2ccc3cc(S(=O)(=O)N4CCCC4)ccc32)c1	3	-1.4	1	-3	2	2	7	4	-0.8	-17
CC(C)CN(CCOc1cccc(N2C(=O)C3=C(CCCC3)C2=O)c1)CC(C)C	21	-1.6	42*	-7	-12	-16	-1	4	-1.0	-1
CCOC(=O)N1CCN(C(=O)CSCC(=O)Nc2nc(-c3ccc(OC)cc3)cs2)CC1	3	-0.6	·	-3	3	·	3	-2	0.3	2
O=C(Nc1cccnc1)c1cccc(NC(=O)c2ccco2)c1	5	-1.2	0	-4	4	-6	9	-1	0.5	0
COc1ccc(CCNC(=O)c2cc3cccc(OC)c3oc2=O)cc1OC	-1	-1.5	-1	-2	-3	·	-5	1	-1.9	7
Cc1cc(C)cc(N(CC(=O)NCC2CCCO2)C(=O)CCC(=O)Nc2nccs2)c1 (configuration not stated)	30	-3.0	2	-8	2	-2	-4	4	-3.8	-11
CNc1c(NS(=O)(=O)c2ccc(OC)cc2)c(=O)oc2ccccc12	9	-0.6	2	3	0	1	5	1	-5.3	31*
CCOc1cc(C(=O)N(C)CC(=O)Nc2cccc3ccccc23)ccc1OC	4	-1.1	0	2	-3	-10	-5	2	0.6	-11
Cc1nc(SCC(=O)N2CC(=O)Nc3ccccc32)nc(C)c1C	-7	-0.1	-1	·	-4	-8	4	-2	0.3	4
Cc1csc(Nc2cccc3ccccc23)n1	-9	-1.9	-2	-4	5	23	-2	4	0.8	-7
O=C(COC(=O)Cc1ccccc1F)NCCc1ccccc1	11	-0.9	1	5	18	-8	8	3	0.8	1
CC(C)Cc1nnc(NC(=O)CCC(=O)N2CCN(c3ccc(F)cc3)CC2)s1	-1	-0.8	0	41*	6	6	-1	-1	0.3	1
Fc1cccc(Cl)c1CSc1nnc(-c2ccncc2)o1	10	-1.8	21	-1	1	·	-2	-4	1.4	-2
C[C@H](CO)N1C[C@H](C)[C@@H](CN(C)C(=O)Nc2ccccc2)Oc2c(NC(=O)Cc3ccccc3)cccc2C1=O	-2	-0.6	-5	-2	4	9	-4	-2	10	2
CSc1ccccc1NC(=O)Cn1c(-c2cscn2)nc2ccccc21	2	-1.0	-5	-3	4	·	-1	0	-0.8	-1
CCN(c1c(C)n(C)n(-c2ccccc2)c1=O)S(C)(=O)=O	0	-1.7	·	1	-7	2	0	-1	1.1	-2
Nc1c(N(Cc2ccco2)C(=O)c2ccc(Br)cc2)c(=O)[nH]c(=O)n1Cc1ccccc1	-2	-3.4	-2	-5	39	5	-3	-2	0.3	-8
CC(C)CCN1C(=O)CCC1(C)C(=O)NC1CCCCCC1 (configuration not stated)	-4	-0.3	0	0	-3	-7	-2	2	1.0	-6
Cc1c(C2(O)CCCCC2)[nH]c2ccc(C(F)(F)F)cc12	19	0.4	-3	-1	1	4	-2	-2	-2.0	-2
COc1ccc(OCC(=O)OCC(=O)N2C(C)CCCC2C)cc1 (configuration not stated)	1	-2.6	-1	-20	-7	2	4	-3	-1.5	-5
Cc1ccccc1OCC(=O)N/N=C/c1cccc(Oc2ccc([N+](=O)[O-])cc2[N+](=O)[O-])c1	17	-1.3	·	·	13	-8	0	2	1.3	-1
COc1ccc(C(=O)N/N=C(\C)c2ccccn2)cc1OC	0	-1.8	4	-6	32	-72	1	7	-4.1	-19
Clc1cccc(CN2CCC(Cc3ccccc3)CC2)c1	3	-0.9	-15	·	-2	1	-4	3	-1.0	-3
CC1CCCCC1NC(=O)Cn1cnc2sccc2c1=O (configuration not stated)	1	-1.3	5	-1	-1	-12	-1	-3	1.1	-1
CCOC(=O)CC1CCCCN1Cc1nc(-c2ccc(F)c(OC)c2)oc1C (configuration not stated)	-9	-1.8	-2	2	·	4	-8	2	0.6	-1
Cc1[nH]c(=O)[nH]c(=O)c1/C=C/C(=O)OCC(C)C	-4	-0.2	0	-2	10	-6	4	3	0.7	-6
Cn1c(SCC(=O)c2ccc(F)cc2)nnc1-c1ccccn1	-3	-0.8	-2	·	-7	·	-3	-1	-5.3	3
Nc1c(Cl)ncnc1Nc1ccc(C(=O)O)cc1	-5	-2.1	0	0	4	4	-5	-1	0.8	5
COc1ccc(N(CCN2C(=O)c3ccccc3C2=O)C(=O)c2cccc([N+](=O)[O-])c2)cc1	4	-2.6	-5	-2	10	1	3	3	0.1	-9
COc1ccc(Cl)cc1S(=O)(=O)N1CCCC(C(=O)NCc2ccccc2)C1 (configuration not stated)	-4	-2.8	-5	-8	3	-12	-1	-2	-2.9	-6
COc1ccccc1N1CCN(C(=O)COc2cc(C)ccc2C)CC1	-13	-0.8	0	-2	-1	8	-5	0	1.1	4
O=C(CN(Cc1ccccc1Cl)C(=O)CNS(=O)(=O)c1ccccc1)NCC1CCCO1 (configuration not stated)	-3	-1.1	1	4	24	5	-1	1	5.3	3
CNS(=O)(=O)c1cccc(C(=O)OCC(=O)Nc2sc3c(c2C#N)CCCCC3)c1	6	0.2	23	-3	2	5	-4	-3	-0.4	-11
COc1cc(NC(=O)c2nn(C)c3c2CS(=O)(=O)c2ccccc2-3)cc(OC)c1	1	-1.5	2	-5	3	1	-6	5	-0.7	23*
O=C(CSc1ncnc2c1nnn2Cc1ccc(F)cc1)NC1CCCCC1	-2	-1.2	-2	-1	-9	-3	2	0	2.2	-2
CCc1ccc(NC(=O)Nn2cnnc2)cc1	0	-2.9	1	-3	1	20	-3	2	-0.3	2
O=C(COC(=O)c1nsc(Cl)c1Cl)NC1CCCCC1	-3	0.1	-1	·	-3	2	-3	1	-0.3	2
COC(=O)c1ccc(Nc2nc3ccc(C)cc3n3cnnc23)cc1	0	-0.1	4	-1	-4	36	-4	-2	-0.1	-1
COc1ccc(CN2CCNC(=O)C2CC(=O)NC2CCCCCCC2)cc1OC (configuration not stated)	0	-0.4	-2	55*	13	-12	0	0	-2.0	-9
Cc1ncc(NS(=O)(=O)c2ccc(N)cc2)nc1C	1	0.1	-2	1	-17	-1	0	3	-0.5	-10
Cc1ccc(C(=O)CSc2nnc(-c3snnc3C)n2C2CC2)cc1	-1	-0.1	5	·	0	·	-2	-4	-2.8	-3
COc1ccc(C(=O)OCC(=O)Nc2sccc2C(N)=O)cc1OC	-6	-1.5	9	-2	-3	15	-10	-1	0.3	-6
CC(=O)Nc1ccc(OCC(O)Cn2c3ccccc3c3ccccc32)c(C)c1 (configuration not stated)	-1	-2.7	·	-6	12	-3	4	4	3.5	-12
CC(Sc1nnc(C(F)(F)F)n1C)C(=O)Nc1ccc(N2CCOCC2)cc1 (configuration not stated)	3	0.7	1	5	0	-9	-5	1	1.8	5
O=C(NC1CC1)c1ccc(NC(=O)C2CCC2)cc1	-6	0.8	3	-4	-10	4	-1	0	1.0	2
O=C(Oc1cccc(C(=O)N2CCOCC2)c1)c1ccc(Br)cc1	1	-2.0	-1	-1	·	·	0	2	-1.2	4
Cc1cc(NC(=O)CSc2nccn2-c2ccc([N+](=O)[O-])cc2)no1	-2	-1.0	-2	-2	0	-2	-2	2	0.3	2
Cc1ccc(-c2c(C(=O)N/N=C/C3CCCCC3)nnn2-c2nonc2N)cc1	-9	-2.5	-2	-5	-4	6	2	1	-1.4	11
COc1cccc(NC(=O)NC2(C(=O)N3CCN(C)CC3)CCCCC2)c1	6	-0.1	1	·	-3	12	4	1	0.4	-6
COC(=O)c1cn(C(=O)c2cccc(Br)c2)c2ccccc12	-13	-0.4	-1	9	5	5	5	4	-0.6	0
CCOC(=O)C(=NCCCN(C)C)NNc1cc(C(F)(F)F)ccc1Cl	-3	-5.7	-2	-2	-1	-6	-3	0	0.3	-2
CCOC(=O)C12CNC(=O)C(C(=O)OCC)(CNC1=O)C2	-9	-0.5	·	-2	3	-8	3	5	1.7	6
COc1ccc(Cl)cc1-c1nc(SCC(=O)NC2CC2)n[nH]1	16	-0.9	0	-2	-4	-5	3	-1	0.3	0

From PubChem
